LYPLA1 counter: blocks human lysophospholipase 1, a PME1 counter-screen | O75608 | recombinant LYPLA1, FP-Rh probe fluorescence polarization | inhibition, % at 5.9 µM | 320,000 tested, 0.16% active;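 active = inhibition above the mean of all tested compounds plus 3 SD, set per campaign, cut at about 14% in these data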;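 also: inhibitors block serine hydrolase probe labeling of LYPLA1 so polarization falls; 0% = enzyme with DMSO and 100% = wells lacking LYPLA1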
PAD4 inh: PAD4 (human) enzyme inhibition; AID 485272; 330,000 tested, 0.41% active; recombinant PAD4, RCA probe fluorescence polarization; inhibition, % at 6.36 µM;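 active = percent inhibition above a cutoff equal to the mean of all tested compounds plus 3 SD, cut at about 15% in these data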;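 also: 0% = PAD4 with RCA probe and DMSO and 100% = probe without PAD4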
Target sequence (Q9UM07 whole entry, looked up): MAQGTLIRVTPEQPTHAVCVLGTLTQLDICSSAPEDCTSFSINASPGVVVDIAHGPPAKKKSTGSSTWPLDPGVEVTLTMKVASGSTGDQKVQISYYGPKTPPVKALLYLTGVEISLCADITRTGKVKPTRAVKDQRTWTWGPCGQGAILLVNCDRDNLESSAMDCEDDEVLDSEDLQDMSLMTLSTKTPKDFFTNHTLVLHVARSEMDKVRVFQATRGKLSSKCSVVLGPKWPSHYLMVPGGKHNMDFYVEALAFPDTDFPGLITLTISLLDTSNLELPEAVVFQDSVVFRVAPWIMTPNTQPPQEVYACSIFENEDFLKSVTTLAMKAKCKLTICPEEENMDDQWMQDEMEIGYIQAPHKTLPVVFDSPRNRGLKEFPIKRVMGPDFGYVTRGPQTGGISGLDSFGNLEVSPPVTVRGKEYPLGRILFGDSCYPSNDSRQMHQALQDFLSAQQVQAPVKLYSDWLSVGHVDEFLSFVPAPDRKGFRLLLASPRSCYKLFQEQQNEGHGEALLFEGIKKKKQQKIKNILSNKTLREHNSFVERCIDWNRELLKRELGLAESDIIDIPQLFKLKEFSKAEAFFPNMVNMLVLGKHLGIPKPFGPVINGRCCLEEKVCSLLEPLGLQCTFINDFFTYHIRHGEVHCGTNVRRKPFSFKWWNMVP
ZTA DNA inh: blocks Epstein-Barr virus ZTA, an EBNA-1 counter-screen | ZTA-DNA binding, fluorescence polarization | 320,000 tested, 0.15% active | inhibition, % at 11 µM | P03206 | AID 2234; in the data active = inhibition above about 33%
Target sequence (P03206 whole entry, looked up): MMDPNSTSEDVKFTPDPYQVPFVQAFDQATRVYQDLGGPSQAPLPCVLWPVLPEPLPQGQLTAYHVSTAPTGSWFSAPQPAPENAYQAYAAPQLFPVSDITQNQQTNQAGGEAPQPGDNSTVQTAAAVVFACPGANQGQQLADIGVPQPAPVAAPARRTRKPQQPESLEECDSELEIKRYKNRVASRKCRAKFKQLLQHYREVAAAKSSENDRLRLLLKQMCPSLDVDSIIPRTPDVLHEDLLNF
GSTO1 counter: blocks human GSTO1 in RBBP9 counter-screen; P78417; recombinant GSTO1, activity-based probe fluorescence polarization; inhibition, % at 5.96 µM; 300,000 tested, 1.1% active;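 active = inhibition above the campaign mean inhibition plus 3 SD, cut at about 35% in these data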;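 also: 0% = GSTO1-1 with DMSO and 100% = wells lacking GSTO1-1 enzyme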
PREPL inh: inhibits the human prolyl oligopeptidase-like enzyme; recombinant PREPL, fluorescence polarization activity-based probe; inhibition, % at 5.96 µM; 320,000 tested, 0.68% active; AID 2751; in the data active = inhibition above about 43%;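 also: 0% = enzyme with DMSO and 100% = wells lacking enzyme; many of its hits are not listed in these tables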
LYPLA2 inh: LYPLA2 (human) inhibition in PME1 counter-screen; recombinant LYPLA2, FP-Rh probe fluorescence polarization; O95372; 320,000 tested, 0.38% active; inhibition, % at 5.9 µM;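 active = inhibition above the screen-wide mean plus 3 SD, limit set per campaign, cut at about 26% in these data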;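 also: 0% = LYPLA2 with DMSO and 100% = wells lacking LYPLA2 enzyme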
PAFAH1B3 inh: PAFAH1B3 (human) inhibition | AID 492972 | recombinant PAFAH1B3, FP-rhodamine probe, fluorescence polarization | inhibition, % at 3.39 µM | 340,000 tested, 0.28% active;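 active = inhibition above the screen-wide average of all tested compounds plus 3 SD, cut at about 25% in these data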;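 also: 0% = enzyme with DMSO only and 100% = wells lacking PAFAH1B3 protein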
EBNA-1 inhibitor: blocks EBNA-1 binding to DNA; 300,000 tested, 0.34% active; AID 1950; EBNA-1 DNA binding, fluorescence polarization; inhibition, % at 14.8 µM; in the data active = inhibition above about 28%
PAFAH2 inh: PAFAH2 (human) inhibition. Q99487. inhibition, % at 3.39 µM. AID 492956. recombinant PAFAH2, FP-rhodamine activity probe, fluorescence polarization. 340,000 tested, 0.99% active;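 active = inhibition above the mean over all tested compounds plus 3 SD, cut at about 30% in these data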;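 also: inhibitors block probe labeling of enzyme so polarization drops; 0% = enzyme with DMSO and 100% = wells lacking PAFAH2 protein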
* = called active by the depositor; nt = not tested or not shown. Only part of the results is shown, so the mix of outcomes need not match the whole.

SMILES | LYPLA1 counter | PAD4 inh | ZTA DNA inh | GSTO1 counter | PREPL inh | LYPLA2 inh | PAFAH1B3 inh | EBNA-1 inhibitor | PAFAH2 inh
COc1ccc(CN2CCN(C)CC2)cc1OCc1ccccc1 | 0 | 1 | 1 | -5 | -1 | 5 | 16 | -5 | -3
O=C(c1cccc(NS(=O)(=O)c2ccc(F)c(F)c2)c1)N1CCN(C(c2ccccc2)c2ccccc2)CC1 | -16 | -4 | 6 | -7 | -4 | -21 | -3 | -1 | -5
Cc1ccc(C2(C)NC(=O)N(CC(=O)Nc3ccc4c(c3)OCO4)C2=O)cc1 (stereo not drawn) | 0 | -1 | 19 | -1 | 8 | 3 | 3 | -14 | 6
O=C(CC1SC(=O)N(c2ccccc2)C1=O)Nc1cccc2ccccc12 (stereo not drawn) | -9 | -11 | 16 | -62 | -3 | -9 | 2 | -3 | 2
CCCCCNC(=O)Cc1cc(=O)[nH]c(=O)[nH]1 | -3 | -9 | -10 | -1 | 4 | 3 | 0 | 2 | 0
Cc1nc(Cl)nc(N(C)c2ccccc2)c1[N+](=O)[O-] | 0 | -4 | 2 | 20 | -8 | 0 | 1 | -12 | -2
CCOC(=O)N1CCN(S(=O)(=O)c2cc(Cl)c(OC)cc2Cl)CC1 | -1 | 0 | 3 | 1 | -2 | 1 | 6 | 0 | 4
CC1CCCCC1NC(=O)Cn1ncc2ccccc21 (stereo not drawn) | 1 | 1 | -4 | 7 | 5 | -1 | 6 | 6 | -1
CCOC(=O)C1CCN(C(=O)CSc2nccc(C)n2)CC1 | -1 | -3 | -3 | 5 | -4 | 4 | 2 | -9 | 3
Cc1cc(C)c(C2=CC(c3ccccc3)n3ncnc3N2)cc1C (stereo not drawn) | -2 | 1 | 0 | 6 | -48 | 0 | nt | -5 | nt
COc1ccc(-c2cc(C(=O)Nc3c(C)n(C)n(-c4ccccc4)c3=O)c3ccccc3n2)cc1OC | -3 | 0 | 15 | -7 | -3 | -3 | -5 | 4 | -2
Cc1ccc2c(c1)CN1CN2Cc2cc(C)ccc21 | 0 | -3 | -6 | 10 | 3 | -5 | 4 | -10 | 1
O=C(O)CCCn1cc(NC(=O)COc2ccc(F)cc2)cn1 | -1 | -2 | -2 | 2 | -2 | 6 | 4 | -2 | -4
Nc1ccc(SCc2cccnc2)cc1 | -2 | -3 | -1 | 3 | 3 | -1 | -1 | -17 | 4
CCN(CC)c1ccc(NC(=O)C2CCC(CNc3c(N4CCCC4)c(=O)c3=O)CC2)c(C)c1 (stereo not drawn) | 2 | -4 | 13 | -4 | 17 | 5 | 3 | -6 | -5
O=c1c(Cl)c(N/N=C/c2ccc(Br)cc2)cnn1-c1ccccc1 | -6 | -4 | 12 | 8 | -22 | -9 | -15 | -3 | -1
CN(C)/C=C/C(=O)/C=C/c1ccc(Cl)cc1Cl | -4 | 1 | 7 | -2 | 1 | -6 | 4 | 6 | 9
O=C1C=C(c2ccc(C(=O)O)cc2)C[C@@H](c2ccc(F)cc2)C1 | nt | 3 | nt | nt | 1 | nt | 12 | nt | -4
Cc1cccc(NC(=S)NCCc2ccccn2)c1 | 1 | -2 | -12 | 2 | -3 | 6 | nt | 0 | nt
COc1ccc([C@@H]2CC=C(C(=O)O)[C@H](c3ccc(F)cc3)N2S(=O)(=O)c2ccccc2C)cc1 | -1 | -3 | 7 | -7 | -9 | -6 | 1 | 13 | 1
FC(F)Oc1ccc(/C=N/NC(=S)Nc2cc(C(F)(F)F)ccc2Cl)cc1 | -2 | 1 | -4 | -4 | 6 | 0 | 0 | -2 | 1
Cc1cc(C)cc(-n2c(=O)c3sccc3n(CC(=O)NCc3ccco3)c2=O)c1 | 1 | 1 | 13 | 4 | 9 | 6 | 4 | 10 | -1
COc1ccccc1NC(=O)N1CCC(NC(=O)C2CCCCC2)CC1 | 3 | 0 | -19 | -2 | 1 | 5 | 2 | 1 | -3
CCCCNS(=O)(=O)c1ccc(NC(=O)C2c3ccccc3Oc3ccccc32)cc1 | -6 | 1 | 0 | 2 | 1 | -11 | 6 | 12 | 7
CC(=O)Nc1ccc(NC(=O)C(C)OC(=O)C2CCCC2)cc1 (stereo not drawn) | 3 | -5 | -12 | -1 | 11 | 3 | -2 | -13 | -4

The list goes on; the last 2 above are carried over.
SMILES | LYPLA1 counter | PAD4 inh | ZTA DNA inh | GSTO1 counter | PREPL inh | LYPLA2 inh | PAFAH1B3 inh | EBNA-1 inhibitor | PAFAH2 inh
CCCCNS(=O)(=O)c1ccc(NC(=O)C2c3ccccc3Oc3ccccc32)cc1 | -6 | 1 | 0 | 2 | 1 | -11 | 6 | 12 | 7
CC(=O)Nc1ccc(NC(=O)C(C)OC(=O)C2CCCC2)cc1 (stereo not drawn) | 3 | -5 | -12 | -1 | 11 | 3 | -2 | -13 | -4
Cc1cc(C)cc(NC(=O)CC2Oc3ccc(C)cc3NC2=O)c1 (stereo not drawn) | -2 | -2 | -5 | -8 | 0 | 4 | 0 | 21 | 0
O=C(Nc1cccc(Cl)c1)c1cnn2cccnc12 | -7 | -2 | -10 | -4 | 3 | -3 | 4 | 3 | -7
COc1ccccc1N1CCN(C(=O)C2c3ccccc3Oc3ccccc32)CC1 | 0 | -3 | -19 | -9 | 9 | 2 | 1 | -19 | -3
COc1cc(C(=O)OCCCN(C)C)cc(OC)c1OC | 0 | 5 | -2 | -1 | -12 | -7 | 4 | -5 | 20
CCOC(=O)CSc1nc2c(sc3ccc([N+](=O)[O-])cc32)c(=O)n1Cc1ccco1 | 0 | -6 | -7 | 2 | 7 | -1 | 1 | -7 | 1
Cc1nnsc1C(=O)N/N=C/c1ccccc1 | -2 | -6 | 3 | -1 | -5 | -4 | 0 | -4 | 1
Brc1ccc(CNCC2CCCO2)cc1 (stereo not drawn) | -3 | -7 | -8 | -2 | -2 | -6 | 6 | -3 | -3
COC(=O)c1ccc(C2c3c(oc4ccc(Cl)cc4c3=O)C(=O)N2CCN2CCOCC2)cc1 (stereo not drawn) | 0 | 2 | -1 | 2 | 3 | -2 | 0 | -11 | -1
CCOc1ccc2nc(N/C(N)=N/C(=S)Nc3cccc(C)c3)nc(C)c2c1 | -2 | -2 | 4 | -8 | 0 | -3 | 7 | 8 | -7
COc1ccc(NC(=O)CNc2cc(S(=O)(=O)N3CCOCC3)ccc2NCC2CCCO2)cc1 (stereo not drawn) | 3 | -9 | 5 | -1 | 16 | 12 | 7 | 15 | -6
CN1C(c2ccc(F)cc2)=CS/C1=C(\C#N)c1nnc2n1-c1ccccc1SC2 | 0 | -3 | -13 | 9 | 11 | 0 | 13 | -11 | -7
CN(C)c1ccc(C(=O)NCC(c2cccs2)N2CCOCC2)cc1 (stereo not drawn) | nt | -4 | nt | nt | 13 | nt | 0 | nt | 5
COc1ccc([C@H]2CC(=O)C=C(C#CC(C)(C)C)C2)cc1 | 0 | 4 | 6 | nt | 6 | 8 | -4 | nt | 7
O=C(Cn1[nH]c(=O)c2ccccc2c1=O)OCC(=O)c1ccc(F)cc1 | 1 | 4 | -26 | 2 | 4 | 3 | -1 | -8 | -4
Nc1cc(Cl)ccc1N1CCCCC1 | 8 | -1 | 3 | 0 | 5 | 9 | 2 | 5 | 6
Cc1onc(-c2c(Cl)cccc2Cl)c1C(=O)N1CCN(Cc2ccccc2)CC1 | -4 | 2 | -11 | 9 | 15 | -1 | 5 | -3 | 22
CC(C)C(=O)OCc1cn(-c2ccc(Cl)c(Cl)c2)nn1 | -4 | 2 | 2 | 0 | -2 | -5 | 6 | -4 | 1
COc1ccccc1C(=O)N1c2ccccc2Sc2ccccc21 | -3 | -2 | -1 | 2 | -17 | 7 | 9 | -4 | -11
O=C(NCc1ccco1)c1ccccc1SCC(=O)N1CCCC1 | 0 | -1 | 13 | nt | 11 | 9 | -7 | nt | -5
O=C(CC(NC(=O)c1ccccc1)c1ccccc1)Nc1cccc2ccccc12 (stereo not drawn) | -12 | -6 | 16 | -3 | -4 | -24 | -2 | 1 | -18
CNc1cc(CSc2ccc(Cl)cc2)nc(C)n1 | 3 | 2 | 2 | 6 | -4 | -4 | 3 | 10 | 2
CCC(C)[C@H](NC(=O)N1CC(=O)Nc2ccccc21)C(=O)N1CCC[C@H]1C(=O)O (stereo partly drawn) | 0 | 3 | -3 | 7 | 7 | 3 | 2 | -9 | -3
Cc1ccc(S(=O)(=O)N2CCN(C(=O)COC(=O)c3oc4ccccc4c3C)CC2)cc1 | -1 | -2 | 0 | 0 | 2 | 5 | -1 | -6 | 5
COc1ccc(S(=O)(=O)N2CCOCC2)cc1C(=O)N(C)CCOc1ccc(Cl)cc1 | 1 | -2 | 8 | nt | 33 | 8 | -9 | nt | -1
COc1ccc(NC(=O)CSc2nnnn2Cc2ccccc2)cc1 | -3 | -2 | -17 | 7 | 6 | 6 | 13 | -16 | -6
O=C(COc1nsnc1N1CCOCC1)Nc1ccc([N+](=O)[O-])cc1 | -1 | -2 | -7 | 4 | 6 | 6 | -1 | -2 | 0
CCc1ccc(N2CC(C(=O)NCc3ccco3)CC2=O)cc1 (stereo not drawn) | -1 | -4 | 4 | 4 | 25 | -7 | -2 | 13 | -5
CCc1cccc2c(=O)c(C(=O)N3CCOCC3)c[nH]c12 | -1 | 2 | -18 | 2 | 12 | 8 | 2 | -6 | 10
COc1cccc(C2C3=C(CC(C)(C)CC3=O)Nc3n[nH]c(C)c32)c1 (stereo not drawn) | -1 | -5 | 12 | -2 | 14 | -1 | 5 | -5 | 5

Of the compounds above, 13 contain an aryl methoxy group.
SMILES | LYPLA1 counter | PAD4 inh | ZTA DNA inh | GSTO1 counter | PREPL inh | LYPLA2 inh | PAFAH1B3 inh | EBNA-1 inhibitor | PAFAH2 inh
COc1ccc(CN2CCN(C)CC2)cc1OCc1ccccc1 | 0 | 1 | 1 | -5 | -1 | 5 | 16 | -5 | -3
CCOC(=O)N1CCN(S(=O)(=O)c2cc(Cl)c(OC)cc2Cl)CC1 | -1 | 0 | 3 | 1 | -2 | 1 | 6 | 0 | 4
COc1ccc(-c2cc(C(=O)Nc3c(C)n(C)n(-c4ccccc4)c3=O)c3ccccc3n2)cc1OC | -3 | 0 | 15 | -7 | -3 | -3 | -5 | 4 | -2
COc1ccc([C@@H]2CC=C(C(=O)O)[C@H](c3ccc(F)cc3)N2S(=O)(=O)c2ccccc2C)cc1 | -1 | -3 | 7 | -7 | -9 | -6 | 1 | 13 | 1
COc1ccccc1NC(=O)N1CCC(NC(=O)C2CCCCC2)CC1 | 3 | 0 | -19 | -2 | 1 | 5 | 2 | 1 | -3
COc1ccccc1N1CCN(C(=O)C2c3ccccc3Oc3ccccc32)CC1 | 0 | -3 | -19 | -9 | 9 | 2 | 1 | -19 | -3
COc1cc(C(=O)OCCCN(C)C)cc(OC)c1OC | 0 | 5 | -2 | -1 | -12 | -7 | 4 | -5 | 20
COc1ccc(NC(=O)CNc2cc(S(=O)(=O)N3CCOCC3)ccc2NCC2CCCO2)cc1 (stereo not drawn) | 3 | -9 | 5 | -1 | 16 | 12 | 7 | 15 | -6
COc1ccc([C@H]2CC(=O)C=C(C#CC(C)(C)C)C2)cc1 | 0 | 4 | 6 | nt | 6 | 8 | -4 | nt | 7
COc1ccccc1C(=O)N1c2ccccc2Sc2ccccc21 | -3 | -2 | -1 | 2 | -17 | 7 | 9 | -4 | -11
COc1ccc(S(=O)(=O)N2CCOCC2)cc1C(=O)N(C)CCOc1ccc(Cl)cc1 | 1 | -2 | 8 | nt | 33 | 8 | -9 | nt | -1
COc1ccc(NC(=O)CSc2nnnn2Cc2ccccc2)cc1 | -3 | -2 | -17 | 7 | 6 | 6 | 13 | -16 | -6
COc1cccc(C2C3=C(CC(C)(C)CC3=O)Nc3n[nH]c(C)c32)c1 (stereo not drawn) | -1 | -5 | 12 | -2 | 14 | -1 | 5 | -5 | 5

Screening data (PubChem BioAssay)
